Screens: PubChem BioAssay, National Center for Advancing Translational Sciences (NCATS)
D1 antag = human D1 dopamine receptor antagonism | P21728 | AID 504652 | 360,000 tested, 3.2% active | activity change, negative = inhibition, % at 10 µM | HEK293 TREx D1 cells, calcium flux, dopamine EC80; active compounds read low; in the data active = activity change below about -30%; also: % is scaled to controls: 0 for no effect and ±100 for the full control effect
Target sequence (P21728 whole entry, looked up): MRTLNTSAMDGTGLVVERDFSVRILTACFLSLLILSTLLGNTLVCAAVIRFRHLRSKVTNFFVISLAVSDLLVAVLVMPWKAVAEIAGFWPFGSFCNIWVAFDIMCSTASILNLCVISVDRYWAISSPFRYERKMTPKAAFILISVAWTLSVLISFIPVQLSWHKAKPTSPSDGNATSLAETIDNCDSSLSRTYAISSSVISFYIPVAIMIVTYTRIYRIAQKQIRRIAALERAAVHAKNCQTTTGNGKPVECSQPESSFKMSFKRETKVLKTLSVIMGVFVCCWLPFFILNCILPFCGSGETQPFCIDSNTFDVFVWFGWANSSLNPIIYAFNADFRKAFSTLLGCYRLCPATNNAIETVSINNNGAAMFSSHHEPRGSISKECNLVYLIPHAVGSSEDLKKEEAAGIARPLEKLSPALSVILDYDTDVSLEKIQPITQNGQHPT
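Inducible Hek293 Trex D1 cells (tetracycline, overnight, 30 C). Calcium dye 30–90 min RT. Antagonist mode: EC80 dopamine added after 180 s compound read.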
D1 potentiator = human D1 dopamine receptor positive modulation | P21728 | HEK293 TREx D1 cells, calcium flux, dopamine EC20 potentiation | potentiation, % at 10 µM | 360,000 tested, 0.036% active; in the data active = potentiation above about 30%; also: 0% is about no effect
D1 agonist = agonists of human D1 dopamine receptor; P21728; HEK293 T-REx D1 cells, calcium flux, agonist mode; activation, % at 2 µM; 360,000 tested, 1% active; AID 504660; in the data active = activation above about 30%; also: 0% is about no effect
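Inducible HEK293 T-REx D1 cells, force-coupled to calcium signalling, were plated at 4000 cells/well with tetracycline and held overnight at 30 C. After no-wash calcium dye loading, compound-evoked calcium rise over 180 s flagged agonists.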
TRHR ag = agonists of human TRH receptor | P34981 | TRHR cells, calcium flux fluo-8, FDSS agonist mode | activation, % at 2 µM | 360,000 tested, 0.18% active | AID 493084; in the data active = activation above about 30%; also: 0% is about no effect
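Fluo-8-loaded TRHR cells; 10 s baseline, compound added, kinetic Ca2+ fluorescence read 1/s, agonist mode.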
RXFP1 antagonist = antagonists of human relaxin receptor RXFP1 | Q9HBX9 | HEK293-RXFP1, relaxin-stimulated cAMP HTRF, 30 min; active compounds read low | activity change, negative = inhibition, % at 57.5 µM | 350,000 tested, 0.59% active | AID 1259400;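 active = activity change of -60% or lower, but not beyond a set lower limit; inconclusive = change between -60% and -40%, or beyond the set limit; inactive = change above -40%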; also: % is scaled to controls: 0 for no effect and ±100 for the full control effect
RXFP1 ag = agonists of human relaxin receptor RXFP1 | Q9HBX9 | HEK293T-RXFP1 cAMP TR-FRET, 30 min; response scale: percent of porcine relaxin response, buffer zero | Potency, µM (titrated, usually from 57.5 µM), for the others: at the highest dose activation, actives largely listed as activators | 370,000 tested, 0.3% active | AID 2676; also: potency is read from the fitted curve at half-maximal effect; % is scaled to controls: 0 for no effect and ±100 for the full control effect; nearly all actives have a fitted effect of over 60% in size; many of its hits are not listed in these tables
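cAMP rise read by TR-FRET after 30 min, 37C compound exposure (up to 58 uM) in RXFP1-transfected HEK293 cells with Ro 20174 present. EC50 from Hill-equation fits, with 29 nM porcine relaxin as 100% and buffer as basal.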
TRHR PAM = allosterically enhances the human TRH receptor; TRHR cells, fluo-8 calcium fluorescence, EC20 TRH enhancement; enhancement, % at 2 µM; 360,000 tested, 0.66% active; in the data active = enhancement above about 30%; also: 0% is about no effect
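Enhancer read-out: after compound pinning and an initial kinetic agonist-mode read, an EC20 of TRH (10 nM final) was injected and fluo-8 calcium signal (Ex 480/Em 530) followed at 1 s/cycle for 100 cycles in TRHR-expressing cells.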
D2 PAM = positively modulates the human D2 dopamine receptor allosterically; P14416; HEK293 T-REx D2, calcium flux, EC20 dopamine potentiation; potentiation, % at 10 µM; 340,000 tested, 0.34% active; AID 485347;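 active = potentiation over 3 SD above the plate norm, cut at about 30% in these data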; also: 0% is about no effect
Target sequence (P14416 whole entry, looked up): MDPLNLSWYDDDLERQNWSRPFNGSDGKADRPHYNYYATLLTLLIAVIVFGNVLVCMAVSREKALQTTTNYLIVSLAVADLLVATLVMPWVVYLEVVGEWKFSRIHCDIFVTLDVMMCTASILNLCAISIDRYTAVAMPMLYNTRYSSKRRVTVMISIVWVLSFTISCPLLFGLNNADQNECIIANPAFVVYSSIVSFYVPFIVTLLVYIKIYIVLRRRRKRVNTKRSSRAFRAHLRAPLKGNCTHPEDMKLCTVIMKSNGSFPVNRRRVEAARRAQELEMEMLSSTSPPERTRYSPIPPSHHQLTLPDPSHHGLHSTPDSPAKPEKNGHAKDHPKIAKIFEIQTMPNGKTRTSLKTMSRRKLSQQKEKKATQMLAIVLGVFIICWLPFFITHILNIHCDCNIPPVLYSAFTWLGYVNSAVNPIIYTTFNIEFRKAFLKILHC
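Tetracycline-induced Hek293 Trex D2 cells, force-coupled to calcium, loaded with no-wash calcium dye. Compound added with 180 s kinetic read for agonism, then EC20 dopamine and a further 180 s read for potentiation.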
Anesthetic bind = candidate novel general anesthetic via apoferritin binding. AID 485281. apoferritin/1-aminoanthracene competitive binding, fluorescence. P02791. 350,000 tested, 0.074% active. Potency, µM (titrated, usually from 77.5 µM), without a hit: at the highest dose activity change, negative = displacement, actives largely listed as inhibitors; also: potency is read from the fitted curve at half-maximal effect; % is scaled to controls: 0 for no effect and ±100 for the full control effect; nearly all actives have a fitted effect of over 20% in size
Target sequence (P02791 2-175 limits assumed): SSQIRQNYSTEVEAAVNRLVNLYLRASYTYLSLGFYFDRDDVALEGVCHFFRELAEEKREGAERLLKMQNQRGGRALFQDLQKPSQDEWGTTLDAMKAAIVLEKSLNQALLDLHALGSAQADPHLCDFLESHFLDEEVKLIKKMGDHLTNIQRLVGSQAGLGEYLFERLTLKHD
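In PBS, apoferritin at 10 uM is loaded with 1-AMA from a 50% saturated solution. After 10 min of compound exposure at ambient temperature, reduced 535 nm fluorescence indicates probe displacement.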
The depositor's hits bear a star; ? = inconclusive; · = no result given; [ ] = dose if it differs, or a comment. Unless noted, calls follow the shape of the dose curve; as a rule, active = well fitted curve in the direction sought with a large enough effect; inconclusive = small, poorly fitted or top-dose-only effect, or another doubt; inactive = no such curve, though single readings can be large; an effect the other way counts as inactive or inconclusive. The list is partial (hit frequency here may not be typical).

SMILES	D1 antag	D1 potentiator	D1 agonist	TRHR ag	RXFP1 antagonist	RXFP1 ag	TRHR PAM	D2 PAM	Anesthetic bind
CCCC(=O)NCCc1cc2cc(C)c(C)cc2[nH]c1=O	16	6	-1	-0.2	3	0.8%	0	-12	-19%
COc1ccc(/C=N\NC(=O)C2CCCC2)cc1Br	2	-5	2	8.4	0	-1.3%	-7	10	0%
Cc1cc(C)c(NC(=O)CN(C)CC(=O)N(C)CC(=O)Nc2c(Cl)cccc2Cl)c(C)c1	-12	-16	-1	-0.8	0	2.0%	-3	5	·
O=C(CN1C(=O)C2CC=CCC2C1=O)OCCN1C(=O)c2ccccc2C1=O (stereo unspecified)	6	-1	3	0.6	9	2.7%	2	3	-13%
Cc1c(C(=O)N/N=C/c2cccnc2)nnn1-c1nonc1N	-13	-1	5	-1.7	-4	-0.3%	3	11	7%
COc1ccc(-c2nc(C#N)c(NCc3ccco3)o2)cc1	-8	-1	0	0.5	2	3.7%	-2	-1	-9%
CCOC(=O)CN1C(=O)SC(CC(=O)Nc2nccs2)C1=O (stereo unspecified)	3	-1	2	0.8	-9	-0.6%	2	3	-13%
N#Cc1ccc(Oc2nc(Nc3ccc(F)cc3)nc(N3CCCC3)n2)cc1	0	1	2	-1.0	12	-1.2%	-4	4	-15%
O=C(c1cc2cc(Cl)ccc2o1)N1CCCC1	5	-3	0	-1.4	9	-1.7%	2	15	-1%
O=C(Nc1ccsc1C(=O)O)c1cccc(C(F)(F)F)c1	-3	3	30	-1.5	1	-0.7%	7	3	-10%
COc1ccc(OCCCC(=O)N2CCCc3ccccc32)cc1	-34*	-8	4	-1.2	5	-1.0%	-4	-1	7%
Cn1c(=O)n(C)c2cc(N3CCOCC3)c(NC(=O)c3ccccc3Br)cc21	-43*	-2	-1	-1.3	2	3.2%	3	12	-6%
CCC1CCc2c(sc(NC(=O)C3c4ccccc4Oc4ccccc43)c2C(N)=O)C1 (stereo unspecified)	20	2	1	2.1	-11	2.5%	6	-6	-15%
CC(C)COc1ccc(C(=O)NCc2ccco2)cc1	-28	-12	1	-1.2	-3	0.9%	6	-4	-8%
Nc1ccc(NC(=O)CCN2CCOCC2)cc1	4	4	2	-2.8	1	13%	9	-3	-4%
CC(C)C(=O)Nc1cccc(C(=O)Nc2ccc(S(=O)(=O)N3CCOCC3)cc2)c1	-13	6	2	0.4	-8	2.7%	2	10	-21%
O=C1COc2cc(S(=O)(=O)NCc3ccco3)c(Cl)cc2N1	0	7	3	0.5	-11	-0.6%	-1	-7	-12%
Fc1cccc(Cl)c1CSc1nnc(CNc2ccccc2)o1	-41*	-12	0	-1.1	-3	0.6%	-5	-6	?
CCN(CC)S(=O)(=O)c1cccc(C(=O)N/N=C/c2ccc(OC)c(O)c2)c1	0	-6	-1	-0.9	-6	-0.3%	-6	-4	-8%
OCCNc1ncnc2c1ncn2Cc1ccccc1	1	-4	0	-0.5	-4	-1.1%	-2	3	-15%
COc1ccc(Cl)cc1NC(=S)N1CCN(c2ncccn2)CC1	2	3	3	-1.8	-5	0.3%	1	5	-5%
O=C(NC(=S)Nc1c(Cl)ccc2nsnc12)c1ccco1	-27	-3	3	1.3	-7	6.0%	-6	-4	-21%
Cc1c(Cl)cccc1NC(=S)N1CCC(C(N)=O)(N2CCCCC2)CC1	1	3	3	0.9	-7	3.1%	-6	9	-11%
COc1ccccc1N(Cc1cc(=O)[nH]c2ccccc12)C(=O)c1ccccc1	-12	-7	4	-0.1	-7	-2.8%	0	10	-3%
CC1CCCCC1NC(=O)CCN1C(=O)C2C3C=CC(C3)C2C1=O (stereo unspecified)	3	-9	3	0.2	6	4.5%	-4	-3	-10%
Cc1cc(-c2ccccc2)n2ncnc2n1	-2	-1	1	-0.4	2	0.0%	-5	-2	1%
CN1CCN(CC(=O)N2c3ccccc3Sc3ccccc32)CC1	-3	-11	5	1.1	7	2.8%	5	-16	1%
CCC(C)/C(C)=N/NC(=O)CNS(=O)(=O)c1ccc([N+](=O)[O-])cc1 (stereo unspecified)	8	6	1	0.1	14	3.0%	-5	14	?
CCOC(=O)c1cnc(SCc2nc(N)nc(Nc3ccccc3OC)n2)nc1N	7	0	1	-0.7	·	1.0%	-4	-4	1%
COC(=O)c1cccc(Cn2c(Cl)c(/C=N/NC(=O)c3ccccc3Cl)sc2=O)c1	6	-1	1	0.7	-13	1.2%	-3	1	?
CCC(C)c1ccccc1NC(=O)c1cccnc1 (stereo unspecified)	12	2	2	0.5	-1	3.6%	-3	4	-5%
CCOc1cc(CNC(=O)C(NS(=O)(=O)c2cccs2)C(C)C)cc(OCC)c1OCC (stereo unspecified)	1	1	-1	0.0	-1	-0.1%	1	17	-1%
O=C(N/N=C/C=C/c1ccccc1)c1cccc(Br)c1	8	-5	1	-0.6	-15	0.6%	-1	-7	-18%
Nc1nc(-c2ccc3c(c2)CCCC3)c(CC(=O)O)s1	9	0	2	-2.7	-3	-1.3%	4	-5	1%
COc1ccc(CC2(CO)CCN(Cc3cccnc3)CC2)cc1	10	11	3	-0.5	-11	5.0%	9	2	?
Cc1ccc(S(=O)(=O)N2CCN(C(=O)C3CCCCC3)CC2)cc1	1	-4	0	-0.5	9	-0.3%	5	18	-14%
COc1ccc(S(=O)(=O)N2CCCC2C(=O)n2nc(C)cc2C)cc1 (stereo unspecified)	-4	-3	1	-1.4	12	0.0%	-3	6	-12%
COc1ccc(S(=O)(=O)Nc2ccc(CC#N)cc2)cc1	-33*	-2	6	-0.2	2	-0.7%	-3	-1	-10%
O=C(CSc1ncc(C(=O)O)n1-c1ccc(F)cc1)NCc1ccc2c(c1)OCO2	-12	-6	7	2.3	1	-0.2%	1	4	-4%
COC(=O)c1cc(OC)c(OC)cc1NC(=S)Nc1cc(Cl)ccc1OC	17	1	3	-1.0	-16	1.1%	-2	-1	-23%
CCOC(=O)C1(CC/C(C)=N\NC(N)=O)CC(C)(C)OC1=O (stereo unspecified)	3	-5	5	0.3	-1	0.0%	-2	6	6%
COc1ccc(/C=N/NC(=O)/C(=C/c2ccccc2)CCO)cc1	-8	-4	-1	0.1	11	-1.2%	-1	-16	0%
Cc1ccc(NC(=O)CSc2nsc(SCC(=O)Nc3ccc(C)cc3C)c2C#N)c(C)c1	1	3	2	0.6	-16	0.2%	-1	-3	11%
CCC(=O)Nc1nnc(Cc2ccccc2)s1	4	0	8	0.3	4	1.8%	1	3	-4%
COc1cc(OC)cc(-n2c(=O)c3ccccc3n(Cc3ccccc3C#N)c2=O)c1	3	0	2	-0.3	-4	?	-1	13	-5%

Part of the list above in order of length of the SMILES, descending.
SMILES	D1 antag	D1 potentiator	D1 agonist	TRHR ag	RXFP1 antagonist	RXFP1 ag	TRHR PAM	D2 PAM	Anesthetic bind
COc1ccc(CC2(CO)CCN(Cc3cccnc3)CC2)cc1	10	11	3	-0.5	-11	5.0%	9	2	?
CCC(C)c1ccccc1NC(=O)c1cccnc1 (stereo unspecified)	12	2	2	0.5	-1	3.6%	-3	4	-5%
CCC(=O)Nc1nnc(Cc2ccccc2)s1	4	0	8	0.3	4	1.8%	1	3	-4%

New compounds follow
SMILES	D1 antag	D1 potentiator	D1 agonist	TRHR ag	RXFP1 antagonist	RXFP1 ag	TRHR PAM	D2 PAM	Anesthetic bind
CCOc1cc(/C=N/O)ccc1OCc1ccc(F)cc1	-7	-2	4	0.1	1	1.4%	-5	9	2%
CC(Nc1nc(N2CCN(S(C)(=O)=O)CC2)nc2ccccc12)c1ccccc1 (stereo unspecified)	12	-5	-1	0.1	-1	0.8%	4	16	-17%
CN(C)c1ccc(C(CNS(=O)(=O)c2ccc(Br)cc2)N2CCOCC2)cc1 (stereo unspecified)	-4	3	2	-0.6	-14	2.2%	-4	1	98%[activator]
Cc1oc2c(c1C(=O)c1ccccc1)C(=O)C(=O)c1ccccc1-2	3	4	5	0.2	-66*	2.0%	-5	0	?
O=S(=O)(Nc1nc2ccccc2nc1Nc1ccc2c(c1)OCCO2)c1cccs1	-12	4	5	0.9	-9	0.1%	15	-6	-12%
COc1ccc(Br)cc1CNC(=O)C1CCCCN1S(=O)(=O)c1ccc(F)cc1 (stereo unspecified)	-5	4	3	0.5	-9	-0.6%	-10	-4	3%
COc1ccc(CCNC(=O)CSc2nnnn2C)cc1OC	14	-4	3	2.3	-5	-0.7%	-5	2	-3%
CC(CCc1ccccc1)NC(=O)Cc1ccccc1 (stereo unspecified)	-6	-6	0	0.1	7	0.1%	-3	4	-3%
Cc1ccc(S(=O)(=O)/N=C(/Nc2ccc3[nH]c(=O)[nH]c3c2)c2ccccc2)cc1	5	2	0	1.3	6	-0.2%	-4	6	?
COc1ccccc1N1CCN(c2nc3ccccn3c(=O)c2C=O)CC1	-8	-7	0	0.2	11	0.8%	0	-4	-5%
Cc1ccc(NC(=S)N2CCc3[nH]c4ccccc4c3C2)cc1	5	16	3	1.7	-8	0.8%	5	-17	3%
Cc1cccc(C)c1N(CC(=O)Nc1cc(Cl)ccc1Oc1ccccc1)S(C)(=O)=O	-2	6	1	0.1	5	1.6%	0	0	-5%
COc1ccccc1N=c1oc2cc(O)ccc2cc1C(=O)NCC1CCCO1 (stereo unspecified)	-8	-7	8	2.0	12	8.8%	-4	2	163%[activator]
O=C(OCC(=O)N1CCN(S(=O)(=O)c2ccc(Cl)cc2)CC1)c1ccc([N+](=O)[O-])o1	-14	-2	1	-0.5	-7	0.7%	-3	-7	-23%
COc1ccccc1NC(=O)CSc1nnc(-c2ccoc2C)o1	-14	-3	1	-0.3	2	0.2%	4	·	·
CCOC(=O)N1CCN(Cc2nc3cc([N+](=O)[O-])ccc3n2C)CC1	-6	0	4	-2.0	-14	-2.4%	-2	3	-7%
CC(C)(C)c1ccc(S(=O)(=O)N2CCC(Oc3ccc(-n4cnnn4)cc3)CC2)cc1	2	-2	1	2.5	-28	-1.1%	6	8	-5%

Structures above marked active in D1 antag:
SMILES	D1 antag	D1 potentiator	D1 agonist	TRHR ag	RXFP1 antagonist	RXFP1 ag	TRHR PAM	D2 PAM	Anesthetic bind
COc1ccc(OCCCC(=O)N2CCCc3ccccc32)cc1	-34*	-8	4	-1.2	5	-1.0%	-4	-1	7%
Cn1c(=O)n(C)c2cc(N3CCOCC3)c(NC(=O)c3ccccc3Br)cc21	-43*	-2	-1	-1.3	2	3.2%	3	12	-6%
Fc1cccc(Cl)c1CSc1nnc(CNc2ccccc2)o1	-41*	-12	0	-1.1	-3	0.6%	-5	-6	?
COc1ccc(S(=O)(=O)Nc2ccc(CC#N)cc2)cc1	-33*	-2	6	-0.2	2	-0.7%	-3	-1	-10%
